Screening results (PubChem BioAssay)
Tb PGK inh = qHTS Assay to Find Inhibitors of Phosphoglycerate Kinase. Potency, µM (doses to about 57.5 µM), inactives show at the highest dose activity change, negative = inhibition, hits mostly inhibitors. PGK/GAPDH coupled, Kinase-Glo luminescence, 60 min. 380,000 compounds, 0.043% hits; further: potency means the concentration at half of the fitted maximal effect; on the % scale 0 is the no-effect control and ±100 the full control effect; nearly all actives have a fitted effect of over 60% in size
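Luminescent ATP detection (Kinase-Glo Plus) follows a 60-minute room-temperature incubation, with wells lacking PGK as controls. Buffer: 100 mM TEA (pH 7.6), 5 mM MgCl2, 0.01% Tween-20. Coupling enzyme GAPDH (100 nM final) supplies unstable 1,3-BPG in-well.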
GLS inhibitor = qHTS for Inhibitors of Glutaminase (GLS); 410,000 compounds, 0.21% hits; GLS enzymatic activity, qHTS titration; Glutaminase kidney isoform, mitochondrial (Homo sapiens), O94925; Potency, µM (series often up to 45.5 µM), for the others: at the top dose activity change, negative = inhibition, actives largely listed as inhibitors; further: potency means the concentration at half of the fitted maximal effect; on the % scale 0 is the no-effect control and ±100 the full control effect
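Glutamate formation by hKGA was monitored fluorometrically using coupled glutamate oxidase, HRP and Amplex Red. Substrate was added as 1 mM L-glutamine solution; incubation was 30 min at RT after an initial read.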
PI4K2A block = qHTS for small molecular inhibitors of PI4K2A | Phosphatidylinositol 4-kinase type 2-alpha (Homo sapiens), Q9BTU6 | purified PI4K2A, ADP-Glo luminescence, 1 h; active compounds read low | activity change, negative = inhibition, % at 76.9 µM | 420,000 compounds, 0.13% hits | AID 1346378, 2018; in the data active means activity change below about -50%; inconclusive means mostly about -30% to -49%;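 further: -100% = wells without enzyme as full effect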
Target sequence (Q9BTU6 whole entry, looked up): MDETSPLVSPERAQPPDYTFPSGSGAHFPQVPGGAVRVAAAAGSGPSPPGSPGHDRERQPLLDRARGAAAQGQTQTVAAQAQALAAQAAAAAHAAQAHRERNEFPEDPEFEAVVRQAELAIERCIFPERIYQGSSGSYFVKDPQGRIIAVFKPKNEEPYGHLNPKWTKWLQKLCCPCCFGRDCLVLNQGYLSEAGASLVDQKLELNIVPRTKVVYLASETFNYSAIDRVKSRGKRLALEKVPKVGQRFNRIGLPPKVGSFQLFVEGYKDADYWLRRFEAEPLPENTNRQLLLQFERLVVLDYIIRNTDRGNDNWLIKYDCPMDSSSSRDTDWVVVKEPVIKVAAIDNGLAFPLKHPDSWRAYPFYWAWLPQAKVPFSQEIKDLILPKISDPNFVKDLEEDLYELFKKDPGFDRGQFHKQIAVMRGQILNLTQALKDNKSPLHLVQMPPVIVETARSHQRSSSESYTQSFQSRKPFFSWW
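Compounds are screened against recombinant PI4K2A using PI as substrate and ATP, the latter dispensed at 300 microM. Reactions run one hour at ambient temperature before ADP-Glo detection; full inhibition defined by wells lacking enzyme.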
Pin1 inhibitor = qHTS Assay to Find Inhibitors of Pin1. Pin1 FP peptide displacement, HiFluor488, 10 min. Peptidyl-prolyl cis-trans isomerase NIMA-interacting 1 (Homo sapiens), Q13526. 390,000 compounds, 0.009% hits. Potency, µM (series often up to 115 µM), inactives show at the highest dose activity, negative = inhibition, most hits filed as inhibitors; active means well fitted inhibition curve with a large enough effect in the polarisation, with a control signal flat, not every such curve was filed as active; inconclusive means small, poorly fitted or top-dose-only effect, or effect the other way, or a change in a side signal; inactive means no such curve, though single readings can be large or run the other way; the % refers to the polarisation; further: potency means the concentration at half of the fitted maximal effect; on the % scale 0 is the no-effect control and ±100 the full control effect
HP1b chromo inh = HTS for Inhibitors of HP1-beta Chromodomain Interactions with Methylated Histone Tails | Potency, µM (top dose mostly 114 µM), without a hit: top-dose activity change, negative = inhibition, most hits filed as inhibitors | AlphaScreen HP1-beta / biotin-H3K9me3 peptide binding | Chromobox protein homolog 1 (Homo sapiens), P83916 | 390,000 compounds, 0.56% hits; further: potency means the concentration at half of the fitted maximal effect; nearly all actives have a fitted effect of over 70% in size; inactives centre near 23
Target sequence (P83916 whole entry, looked up): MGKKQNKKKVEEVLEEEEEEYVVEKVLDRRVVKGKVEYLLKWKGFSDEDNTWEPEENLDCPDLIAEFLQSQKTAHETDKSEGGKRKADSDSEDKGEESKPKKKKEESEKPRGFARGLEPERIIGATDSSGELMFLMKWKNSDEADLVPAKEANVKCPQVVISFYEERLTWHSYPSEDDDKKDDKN
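Compound inhibition of the preformed complex between 50 nM HP1-beta and 50 nM biotinylated H3K9me3 peptide was read by AlphaScreen. Buffer was PBS pH 7.4 with 0.01% Tween-20. Incubations ran 30 min at room temperature, with 10 ug/mL donor/acceptor beads.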
G9a block = qHTS Assay for Inhibitors of Histone Lysine Methyltransferase G9a | G9a H3K9 monomethylation, AlphaScreen, 2 h | Potency, µM (titrated, usually from 102 µM), for inactives: at the highest dose activity, negative = inhibition, most hits filed as inhibitors | 350,000 compounds, 8.8% hits | AID 504332, 2011; further: potency means the concentration at half of the fitted maximal effect; on the % scale 0 is the no-effect control and ±100 the full control effect; nearly all actives have a fitted effect of over 75% in size
Target sequence (Q96KQ7 913-1193 limits assumed): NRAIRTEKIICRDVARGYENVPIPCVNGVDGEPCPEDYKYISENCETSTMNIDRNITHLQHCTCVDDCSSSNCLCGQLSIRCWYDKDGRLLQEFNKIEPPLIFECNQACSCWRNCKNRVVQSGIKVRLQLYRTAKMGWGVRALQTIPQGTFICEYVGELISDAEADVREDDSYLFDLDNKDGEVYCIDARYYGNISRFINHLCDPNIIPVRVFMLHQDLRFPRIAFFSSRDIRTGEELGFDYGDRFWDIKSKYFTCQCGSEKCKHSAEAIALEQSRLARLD
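Quantitative HTS format: methyltransferase activity on a biotin-tagged H3K9 peptide is measured by AlphaScreen, using a rabbit anti-monomethyl-H3K9 antibody with streptavidin donor and anti-IgG acceptor beads. Final levels are 20 nM enzyme, 500 nM peptide, 20 uM SAM; 2 h RT.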
BAZ2B inh = qHTS Assay for Inhibitors of BAZ2B. Potency, µM (titrated, usually from 114 µM), inactives show at the highest dose activity change, negative = inhibition, actives largely listed as inhibitors. 360,000 compounds, 4.4% hits. Bromodomain adjacent to zinc finger domain protein 2B (Homo sapiens), Q9UIF8. AlphaScreen BAZ2B-H3K14Ac peptide displacement; further: potency means the concentration at half of the fitted maximal effect; on the % scale 0 is the no-effect control and ±100 the full control effect; nearly all actives have a fitted effect of over 60% in size
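Compounds, titrated to a top concentration of 110 uM, were incubated 30 min at room temperature with preformed BAZ2B/acetyl-K14 H3 peptide complex (50 nM each). Proximity signal was measured by AlphaScreen after 20 min with beads.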
ERG-DNA inh = qHTS for Small Molecule Inhibitors of the ERG Ets/DNA interaction; Transcriptional regulator ERG (Homo sapiens), P11308; fluorescence polarization, His-ERG Ets domain / labelled DNA; Potency, µM (titrated, usually from 76.9 µM), without a hit: at the highest dose FP activity, negative = inhibition, actives largely listed as inhibitors; 370,000 compounds, 0.028% hits; active means well fitted inhibition curve with a large enough effect in the polarisation, with a control signal flat; inconclusive means small, poorly fitted or top-dose-only effect, or effect the other way, or a change in a side signal; inactive means no such curve, though single readings can be large or run the other way; the % refers to the polarisation;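 further: polarization taken with two DNA probes labelled with fluorescein and Texas red; potency means the concentration at half of the fitted maximal effect; % of control where 0% means no effect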
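His-tagged ERG Ets domain (1 uM in the protein solution; 300mM KCl, 50mM Tris-HCl, 1mM EDTA, 1mM DTT, pH 7.5) received compound, then a probe mix of 5 nM fluorescein-DNA and 100nM Texas-615-DNA. Fluorescence polarization was read for both dyes.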
JMJD2A Tudor = qHTS Assay for Inhibitors of JMJD2A-Tudor Domain | AlphaScreen JMJD2A-Tudor / H3K4me3 peptide binding | Potency, µM (doses to about 114 µM), without a hit: at the highest dose activity change, negative = inhibition, actives largely listed as inhibitors | 390,000 compounds, 4.4% hits; further: potency means the concentration at half of the fitted maximal effect; on the % scale 0 is the no-effect control and ±100 the full control effect; nearly all actives have a fitted effect of over 50% in size
* marks the source's active call; other numbers are inactive results; i = inactive; ? = inconclusive; · = not tested or not shown; & = joins results of further samples; [ ] = another dose, or the depositor's remark. Unless noted, the call rests on the fitted dose curve; in most records, active means well fitted curve in the direction sought with a large enough effect; inconclusive means small, poorly fitted or top-dose-only effect, or another doubt; inactive means no such curve, though single readings can be large; an effect the other way counts as inactive or inconclusive.

Tb PGK inh	GLS inhibitor	PI4K2A block	Pin1 inhibitor	HP1b chromo inh	G9a block	BAZ2B inh	ERG-DNA inh	JMJD2A Tudor	SMILES
-2%	-18%	4	-1%	41%[activator]	7%[59 µM]	-6%	-2%	-21%	CCCOc1ccc(C2C(=O)N(C3CCCCCC3)CC(=O)N2C(C)C)cc1OC (centres undefined)
0%	0%	-1	0%	3%	74%[activator]	3%	13%	-12%	COc1ccc(OC)c2nc3c(cc12)CCC3
-3%	-7%	-9	62%[activator]	-8%	·	-1%	-7%	79µM*	O=C1NC(=S)N/C1=C\c1ccccc1OCc1ccc(C(=O)O)cc1
7%	8%	-1	?	19%	44%	·	0%	-30%	Cc1cc(C)c2c(c1)OC(=O)CC2c1ccccc1C (centres undefined)
6%	-2%	0	33%[activator]	2%	?	7%	3%	-20%	Cc1nc(-c2ccc(F)cc2)c(CC(=O)Nc2cc(S(=O)(=O)N3CCCCC3)ccc2C)s1
-14%	-15%	-12	-2%	40%[activator]	14%[59 µM]	2%	?	-6%	CCC(=O)Nc1c(C)ccc2nsnc12
-13%	9%	3	16%	10%	6%[59 µM]	-4%	8%	-28%	COC(=O)c1c(NC(=O)COC(=O)[C@@H](NS(=O)(=O)c2ccc(C)cc2)C(C)C)sc2c1CCC2
-6%	4%	1	-2%	-6%	·	·	4%	-13%	CC(=O)N(C)c1ccc(NC(=O)C(c2ccccc2)c2ccccc2)cc1
-9%	-1%	1	-5%	34%	·	-5%	-4%	2%	CCCCCCCCNC(CO)(CO)CO
-4%	9%	12	-10%	49%[activator]	?	-16%	0%	?	CC(C)NC(=S)N/N=C/c1cccnc1
13%	7%	2	2%	16%	4%	-2%	0%	4%	COc1ccc(OCC(O)CNC(=O)Nc2ccc(F)cc2)cc1 (centres undefined)
-8%	6%	-6	-10%	31%	·	-6%	-1%	-21%	COc1ccc(NC(=O)CSc2ccc3nnc(-c4cccnc4)n3n2)cc1
4%	13%	5	1%	8%	8%	5%	-4%	-6%	N#Cc1ccccc1NC(=O)C(=O)NCC1CCCN1S(=O)(=O)c1cccs1 (centres undefined)
6%	1%	-1	3%	0%	?	?	-2%	-22%	COc1cc([N+](=O)[O-])c(N2CCOCC2)c([N+](=O)[O-])c1OC
i	-18%	4	-4%	37%[activator]	1%[12.7 µM]	0%	1%	15%	O=c1onc(-c2cccs2)n1Cc1ccccc1
-3%	-17%	1	-5%	12%	1.6µM*	-20%	-19%	2.5µM*	S=c1nc(-c2cccc(Cl)c2)[nH][nH]1
1%	4%	-9&-1	9%	14%	7.5µM*	-32%	15%	-21%	N=C(N)SCCc1cnc[nH]1
10%	8%	-1	-5%	35%	?	-9%	-6%	-1%[57.1 µM]	COc1cc(/C=C/C(=O)OCC(=O)Nc2cc(C(F)(F)F)ccc2N2CCOCC2)ccc1O
-1%	4%	-3	-14%	12%	10µM*	-2%	4%	-9%	Cc1nnc(SCC(=O)N(CC(C)C)c2c(N)n(Cc3ccccc3)c(=O)[nH]c2=O)n1N
-5%	6%	1	14%	?	-21%[2.33 µM]	14µM*	?	16µM*	CC1=C([N+](=O)[O-])C(c2cccc(Br)c2)C2=C(N1)c1ccccc1C2=O (centres undefined)
-1%	2%	-1	-11%	-8%	-35%	-7%	-5%	-12%	CCN(C(=O)CSc1nc2cc(S(=O)(=O)N(CC)CC)ccc2n1CC)C1CCS(=O)(=O)C1 (centres undefined)
i	32%[activator]	-3	-7%	19%	23%[59 µM]	3%	8%	-14%	Cc1cc([N+](=O)[O-])nn1CCCC(=O)N1CCN(c2ccccc2)CC1
-4%	56%[activator]	3	2%	10%	4%[0.501 µM]	-8%	-13%	-12%	Cc1ccc(OCC(=O)N(C)CC(=O)Nc2ccc(N3CCOCC3)cc2)cc1
-6%	-11%	-1	9%	39%	-14%[59 µM]	-23%	-8%	-2%	Cc1ccc(NC(=O)Cn2c(=O)nc(-c3ccccc3F)c3cc(Cl)ccc32)c(Br)c1
-6%	4%	1	0%	34%	2%	4%	12%	-16%	COc1ccc([N+](=O)[O-])cc1N(CC(=O)Nc1ccccc1C(=O)N1CCCC1)S(C)(=O)=O
0%	16%	1	2%	22%	-14%	2%	0%	-8%	Cc1ccccc1C(=O)Nc1ccnn1C1CCN(C(=O)c2cnsn2)CC1
-2%	-23%	4	-1%	?	13%	-1%	1%	-14%	CC1(C)Oc2ccc(C(=O)Nc3ccccc3F)cc2N(CC(=O)N2CCOCC2)C1=O
-11%	7%	2	1%	25%	17%	-13%	2%	-6%	CC/C(O)=C1\C(=O)CC(C)(C)CC1=NCCc1nc2ccccc2[nH]1
i	0%	-3	-2%	5%	-5%	13%	?	-6%	CCCCSc1cc(=O)n(-c2ccccc2)nc1C(=O)OCC
-5%	15%	-2	-11%	?	-4%	-2%	-9%	-32%	CC(=O)Nc1cccc(N(C(=O)C2COc3ccccc3O2)C(C(=O)NC2CCCCC2)c2cn(C)nc2C)c1 (centres undefined)
0%	1%	-2	3%	14%	-5%	-3%	9%	-15%	O=C(NCc1nnnn1-c1cccc(F)c1)c1ccc(S(=O)(=O)N2CCOCC2)cc1
i	-7%	6	-15%	-17%	79µM*	-26%	11%	20µM*	CCOc1ccccc1OCCN1CCCC1
·	1%	5	4%	13%	·	6%	1%	-12%	CCC(C)NC(=O)C1CCN(C(=O)c2ccccc2)CC1 (centres undefined)
-2%	2%	-3	-7%	12%	?	-33%	-21%	-14%	Cc1cc(C)cc(N(C(=O)CNS(=O)(=O)c2ccccc2)C(C(=O)NCc2ccccc2)c2ccc(C)o2)c1 (centres undefined)
-1%	3%	2	19%	21%	-11%	-23%	6%	-24%	O=C(N/N=C/c1cccs1)c1cc(-c2cccc3ccccc23)n[nH]1
-5%	-9%	-14	26%	78%[activator]	32%[59 µM]	?	9%	-10%	CCOc1ccc(CNC(=O)c2cc3c(=O)n(Cc4cccs4)ccc3nc2C)cc1
·	0%	3	-4%	17%	·	2%	5%	-20%	CC1(C)CC(=O)C=C(NCc2ccc(Cl)c(Cl)c2)C1
3%	7%	3	4%	50%[activator]	53%[activator]	-14%[57.1 µM]	0%	16%	C=CCn1c(SCC(=O)N(C)C)nc2sc3c(c2c1=O)CCC3
-11%	14%	1	-2%	2%	-49%	-11%	0%	-24%	COc1ccc(N(C(=O)c2snc(C(N)=O)c2N)C(C(=O)NC2CCCC2)c2ccco2)cc1OC (centres undefined)
-21%	-3%	-68*	1%&7%&-2%	24%	·	·	·	-5%&-11%&-21%	O=C(O)c1ccc(-c2noc(-c3ccccc3F)n2)cc1
3%	32%[activator]	2	-1%	?	?	?	2%	25µM*	Cc1cc(/C=N/n2c(COc3ccccc3C)nc3ccccc3c2=O)c(O)c([N+](=O)[O-])c1

A second format for part of the listing above:
Every second line gives: Tb PGK inh | GLS inhibitor | PI4K2A block | Pin1 inhibitor | HP1b chromo inh | G9a block | BAZ2B inh | ERG-DNA inh | JMJD2A Tudor
Cc1cc([N+](=O)[O-])nn1CCCC(=O)N1CCN(c2ccccc2)CC1
  i | 32%[activator] | -3 | -7% | 19% | 23%[59 µM] | 3% | 8% | -14%
Cc1ccc(OCC(=O)N(C)CC(=O)Nc2ccc(N3CCOCC3)cc2)cc1
  -4% | 56%[activator] | 3 | 2% | 10% | 4%[0.501 µM] | -8% | -13% | -12%
Cc1ccc(NC(=O)Cn2c(=O)nc(-c3ccccc3F)c3cc(Cl)ccc32)c(Br)c1
  -6% | -11% | -1 | 9% | 39% | -14%[59 µM] | -23% | -8% | -2%
COc1ccc([N+](=O)[O-])cc1N(CC(=O)Nc1ccccc1C(=O)N1CCCC1)S(C)(=O)=O
  -6% | 4% | 1 | 0% | 34% | 2% | 4% | 12% | -16%
Cc1ccccc1C(=O)Nc1ccnn1C1CCN(C(=O)c2cnsn2)CC1
  0% | 16% | 1 | 2% | 22% | -14% | 2% | 0% | -8%
CC1(C)Oc2ccc(C(=O)Nc3ccccc3F)cc2N(CC(=O)N2CCOCC2)C1=O
  -2% | -23% | 4 | -1% | ? | 13% | -1% | 1% | -14%
CC/C(O)=C1\C(=O)CC(C)(C)CC1=NCCc1nc2ccccc2[nH]1
  -11% | 7% | 2 | 1% | 25% | 17% | -13% | 2% | -6%
